Screening data (PubChem)
NPR1 activator: GC-A (human) enzyme activation; 370,000 tested, 0.14% active; HEK293 GC-A cells, cGMP TR-FRET, EC30 ANP; 0% at EC30 ANP, 100% saturating ANP; activation, % at 10 µM; P16066; in the data active = activation above about 40%
Target sequence (P16066 whole entry, looked up): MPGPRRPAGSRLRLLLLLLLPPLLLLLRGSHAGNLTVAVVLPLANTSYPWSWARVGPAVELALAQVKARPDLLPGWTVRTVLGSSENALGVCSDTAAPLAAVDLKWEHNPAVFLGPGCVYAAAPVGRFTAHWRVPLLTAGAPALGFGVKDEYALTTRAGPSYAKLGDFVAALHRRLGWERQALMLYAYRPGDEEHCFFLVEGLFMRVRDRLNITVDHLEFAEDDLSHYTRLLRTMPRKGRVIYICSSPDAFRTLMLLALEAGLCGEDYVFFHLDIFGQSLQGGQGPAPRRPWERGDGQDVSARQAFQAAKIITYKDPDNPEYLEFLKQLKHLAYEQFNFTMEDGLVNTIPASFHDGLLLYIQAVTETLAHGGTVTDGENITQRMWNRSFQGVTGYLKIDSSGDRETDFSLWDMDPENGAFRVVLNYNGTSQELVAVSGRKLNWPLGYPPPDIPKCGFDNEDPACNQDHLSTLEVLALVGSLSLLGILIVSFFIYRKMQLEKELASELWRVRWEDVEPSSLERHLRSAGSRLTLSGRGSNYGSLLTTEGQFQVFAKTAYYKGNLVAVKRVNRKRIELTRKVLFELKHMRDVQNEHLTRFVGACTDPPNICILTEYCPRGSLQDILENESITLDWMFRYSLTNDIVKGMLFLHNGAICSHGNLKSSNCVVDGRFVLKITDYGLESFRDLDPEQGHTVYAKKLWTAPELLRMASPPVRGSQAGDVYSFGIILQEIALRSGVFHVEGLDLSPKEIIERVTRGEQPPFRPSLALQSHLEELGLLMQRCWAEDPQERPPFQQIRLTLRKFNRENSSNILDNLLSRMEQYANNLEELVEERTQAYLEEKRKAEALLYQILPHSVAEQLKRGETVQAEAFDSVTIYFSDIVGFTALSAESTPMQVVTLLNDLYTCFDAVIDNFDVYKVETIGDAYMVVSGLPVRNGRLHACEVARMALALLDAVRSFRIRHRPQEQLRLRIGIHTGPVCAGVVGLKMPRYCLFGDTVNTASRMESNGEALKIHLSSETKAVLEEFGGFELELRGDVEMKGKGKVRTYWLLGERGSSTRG
FXN GAA850 act: frataxin GAA850 promoter activation; HEK293 lucGAA850 FXN promoter luciferase reporter, 24 h; percent of 10 µM SAHA response; activation, % at 6 µM; 360,000 tested, 0.56% active; AID 540364;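 active = activation above the average of all compounds screened plus 3 SD, cutoff fixed separately per campaign, cut at about 7.5% in these data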;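 note: 0% = DMSO wells and 100% = 10 µM SAHA wells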
NR0B1 inh: NR0B1 (DAX1) inhibition; inhibition, % at 6.75 µM; HEK293 Gal4-DAX1 luciferase reporter, luminescence; 340,000 tested, 0.99% active; AID 504766;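 active = inhibition above the mean over all tested compounds plus 3 SD, cut at about 4.2% in these data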;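 note: 0% = DAX1-transfected cells with DMSO and 100% = empty-vector control cells with DMSO; inhibition shows as a rise in luminescence from relieved DAX1 repression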
An asterisk follows results filed as active; nt = no result given. A portion of the library (hit frequency here may not be typical).

1) CCOC(=O)c1c(/N=C/C2C(=O)NC(=S)NC2=O)sc2c1CCC2
2) c1ccc([C@@H]2CO2)cc1
3) CCN1C[C@@]2(COC)C3[C@@H](OC)[C@H]4[C@@H]1[C@@]3(C1C[C@H]3[C@H](OC(C)=O)C1[C@]4(OC(C)=O)C[C@H]3OC)[C@@H](OC)C[C@H]2OC(C)=O (stereo not given in full)
4) O=C1NC(=O)C(=Cc2ccccc2OCCOc2ccc([N+](=O)[O-])cc2)C(=O)N1
5) Cc1ccc(N2C(=O)/C(=C/c3ccc(CN(CCC#N)S(C)(=O)=O)o3)C(=O)NC2=S)cc1
6) CCCCCCn1c(=O)c(C(=O)Nc2cccc(C)n2)c(O)c2ccccc21

assay / entry	1	2	3	4	5	6
NPR1 activator	nt	nt	nt	nt	nt	nt
FXN GAA850 act	1.9	-1.2	-2.5	4.0	0.9	-0.7
NR0B1 inh	nt	nt	nt	nt	0.7	-0.5

Numbers 1 through 2, reprinted for reference:
1) CCOC(=O)c1c(/N=C/C2C(=O)NC(=S)NC2=O)sc2c1CCC2
2) c1ccc([C@@H]2CO2)cc1

assay / entry	1	2
NPR1 activator	nt	nt
FXN GAA850 act	1.9	-1.2
NR0B1 inh	nt	nt

(further entries)
7) COC(=O)C1=C(c2ccc(F)cc2OCc2ccccc2)C[C@@H]2CC[C@H]1N2C(=O)NCc1cc(C)oc1C(F)(F)F
8) COC(=O)C1CN(C#N)N(c2ccc(Cl)cc2)C12c1ccccc1-c1ccccc12 (stereo not given)
9) O=[N+]([O-])c1cccc(CCl)c1
10) CC(C)C[C@H]1C(=O)N2CCC[C@H]2[C@]2(O)O[C@](NC(=O)[C@@H]3C=C4c5cccc6[nH]cc(c56)C[C@H]4N(C)C3)(C(C)C)C(=O)N12
11) COc1ccc(C=O)cc1
12) COC(=O)C1=C(c2c(C)noc2C)C[C@@H]2CC[C@H]1N2C(=O)NCCO

assay / entry	7	8	9	10	11	12
NPR1 activator	nt	nt	nt	nt	nt	nt
FXN GAA850 act	-8.0	-15	-0.6	-0.3	0.8	-0.2
NR0B1 inh	-0.3	-5.5	0.6	-2.2	-0.1	0.9

13) C[C@H]1[C@@H](OS(=O)(=O)O)C[C@@H]2C[C@H]([C@@H](O)c3cc(=O)[nH]c(=O)[nH]3)NC3=NC[C@H]1N32
14) COC(=O)C1=C(c2c(C)noc2C)C[C@@H]2CC[C@H]1N2C(=O)N1CCc2cc(OC)c(OC)cc2C1
15) COC(=O)C1=C(c2ccc(F)cc2OCc2ccccc2)C[C@@H]2CC[C@H]1N2C(=O)N1CCC(C)CC1
16) CCn1c(O)c(C(=O)CC2NCCc3ccccc32)c(=O)n(CC)c1=S (stereo not given)
17) CCCCn1c(=O)c(C(=O)Nc2ccc(C)cn2)c(O)c2ccccc21
18) N=c1c2c(n(Cc3ccc(Cl)cc3Cl)c3c1CCC3)CCCC2

assay / entry	13	14	15	16	17	18
NPR1 activator	nt	nt	nt	nt	nt	nt
FXN GAA850 act	-14	-5.0	-1.2	-1.8	1.9	-2.2
NR0B1 inh	-2.1	0.8	-1.0	0.3	-0.2	-2.4

19) COCCCNC(=O)Cn1cc(/C=C2\C(=O)NC(=O)N(c3ccccc3F)C2=O)c2ccccc21
20) COC(=O)C1=C(c2ccc3ccccc3c2)C[C@@H]2CC[C@H]1N2C(=O)NCCNC(C)=O
21) Cc1ccc(C[n+]2c(-c3ccc(C)cc3)cc(-c3ccc(C)cc3)cc2-c2ccc(C)cc2)cc1
22) CCN1C(=O)NC(=O)/C(=C\c2cn(CC(=O)N3CCCCC3C)c3ccccc23)C1=O (stereo not given)
23) C=C(COC(C)=O)CC1CC(O)[C@]2(C)OC3CC4OC5C[C@]6(C)O[C@]7(C)CCC8OC9C[C@]%10(C)OC%11C(C)=CC(=O)OC%11CC%10OC9C[C@@H](C)C8OC7CC6O[C@]5(C)C/C=C\C4OC3CC2O1 (stereo not given in full)
24) O=C1/C(=C\c2cc3c(cc2Br)OCO3)N2CCC1CC2

assay / entry	19	20	21	22	23	24
NPR1 activator	nt	nt	nt	nt	nt	nt
FXN GAA850 act	2.8	0.6	-14	1.6	0.4	0.5
NR0B1 inh	-0.6	0.1	-5.5	1.2	0.8	0.7

Quoted at random: three records from the list
21) Cc1ccc(C[n+]2c(-c3ccc(C)cc3)cc(-c3ccc(C)cc3)cc2-c2ccc(C)cc2)cc1
24) O=C1/C(=C\c2cc3c(cc2Br)OCO3)N2CCC1CC2
19) COCCCNC(=O)Cn1cc(/C=C2\C(=O)NC(=O)N(c3ccccc3F)C2=O)c2ccccc21

assay / entry	21	24	19
NPR1 activator	nt	nt	nt
FXN GAA850 act	-14	0.5	2.8
NR0B1 inh	-5.5	0.7	-0.6

(more compounds)
25) CC(C)C[C@H]1C(=O)N2CCCC2[C@]2(O)O[C@](NC(=O)[C@@H]3C=C4c5cccc6[nH]cc(c56)CC4N(C)C3)(C(C)C)C(=O)N12 (stereo not given in full)
26) CCN1/C(=C\C=C\C2=[N+](CC)c3ccccc3C2(C)C)C(C)(C)c2ccccc21
27) O=[N+]([O-])c1ccc(CN2CC=C(c3ccccc3)CC2)cc1
28) CN1CCN(c2nc3ccccn3c(=O)c2C=C2C(=O)N(C)C(=O)N(C)C2=O)CC1
29) O=[N+]([O-])c1ccc(NC2CCCC2)c2ccncc12
30) C[C@]12CC[C@@H](O)C[C@@H]1CC[C@@H]1[C@@H]2CC[C@]2(C)C(=O)[C@H](O)C[C@@H]12

assay / entry	25	26	27	28	29	30
NPR1 activator	nt	nt	nt	nt	nt	nt
FXN GAA850 act	-1.1	-15	-0.7	2.9	-1.1	-0.6
NR0B1 inh	-1.6	-5.2	-1.9	-0.1	-0.9	-0.3

31) CCCNC(=O)c1c(N)n(Cc2ccc3c(c2)OCO3)c2nc3ccccc3nc12
32) COC(=O)C1=C(c2ccc(C(C)=O)cc2)C[C@@H]2CC[C@H]1N2C(=O)NC1Cc2ccccc2C1
33) CN1CC[C@@]2(C)c3cc(O)ccc3N(C)C2O1 (stereo not given in full)
34) CCN(CC)c1ccc(CC2C(=O)N(C)C(=O)N(C)C2=O)cc1
35) COC(=O)C1=C(c2ccc(Cl)c(C(F)(F)F)c2)C[C@@H]2CC[C@H]1N2C(=O)N1CCC(C)CC1
36) CCN1C[C@]2(CO)CC[C@H](OC)[C@@]34C5C[C@H]6[C@H](OC)C5[C@](O)(C[C@H]6OC)[C@@](O)(C(OC)C23)[C@@H]14 (stereo not given in full)
37) FC(F)(F)/C(=N\P(=S)(N1CCOCC1)N1CCOCC1)N1CCOCC1
38) COc1cccc(N2CCN(Cc3ccc(Cl)cc3)CC2)c1
39) CCOC(=O)C1=C(N)Oc2cc(C)oc(=O)c2C12C(=O)N1c3c(cccc32)C(C)CC1(C)C (stereo not given)

assay / entry	31	32	33	34	35	36	37	38	39
NPR1 activator	nt	nt	nt	nt	nt	nt	2	0	-7
FXN GAA850 act	-1.6	2.5	3.3	0.2	-0.7	-1.5	0.9	-0.9	-5.0
NR0B1 inh	-0.6	-0.4	0.7	-0.4	0.8	-0.7	0.7	-0.4	-0.8

Of the compounds above, five contain fluorine:
7) COC(=O)C1=C(c2ccc(F)cc2OCc2ccccc2)C[C@@H]2CC[C@H]1N2C(=O)NCc1cc(C)oc1C(F)(F)F
15) COC(=O)C1=C(c2ccc(F)cc2OCc2ccccc2)C[C@@H]2CC[C@H]1N2C(=O)N1CCC(C)CC1
19) COCCCNC(=O)Cn1cc(/C=C2\C(=O)NC(=O)N(c3ccccc3F)C2=O)c2ccccc21
35) COC(=O)C1=C(c2ccc(Cl)c(C(F)(F)F)c2)C[C@@H]2CC[C@H]1N2C(=O)N1CCC(C)CC1
37) FC(F)(F)/C(=N\P(=S)(N1CCOCC1)N1CCOCC1)N1CCOCC1

assay / entry	7	15	19	35	37
NPR1 activator	nt	nt	nt	nt	2
FXN GAA850 act	-8.0	-1.2	2.8	-0.7	0.9
NR0B1 inh	-0.3	-1.0	-0.6	0.8	0.7
